Screening results deposited in PubChem BioAssay by National Center for Advancing Translational Sciences (NCATS).
12-hLO inh: qHTS Assay for Inhibitors of 12-hLO (12-human lipoxygenase). AID 1452, 2008. purified 12-hLO, xylenol orange hydroperoxide absorbance. Polyunsaturated fatty acid lipoxygenase ALOX12 (Homo sapiens), P18054. 150,000 compounds, 0.12% hits. Potency, µM (series often up to 57.1 µM), without a hit: at the highest dose activity change, negative = inhibition, most hits filed as inhibitors; further: potency means the concentration at half of the fitted maximal effect; nearly all actives have a fitted effect of over 55% in size; many of its hits are not listed in these tables
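Hydroperoxide output read as Fe(III)-xylenol orange absorbance, 573-to-405 nm ratio, after 30 min reaction with 40 uM arachidonic acid. Enzyme: 150 nM purified human 12hLO, 15 min compound preincubation; 25 mM Hepes pH 7.0, room temperature.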
PNC assembly inh: High Content Assay for Compounds that inhibit the Assembly of the Perinucleolar Compartment. PC3M PTB-GFP, PNC prevalence imaging, 16 h; hits give low values. activity change (PNC), negative = inhibition, % at 10 µM. 140,000 compounds, 3.1% hits. AID 2417, 2010;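 active means readout at or below -70, meaning at least 70% loss of cells showing the perinucleolar compartment, a nuclear body marking cancer cells; inconclusive means readout between -30 and a set limit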;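 further: plate controls were DMSO wells for no effect and camptothecin positive control wells for full effect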
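Compounds are pinned in duplicate onto adhered PC3M cells stably expressing GFP-tagged PTB and incubated 16 h at 37 C. Cells are then fixed, nuclei stained with Hoechst, and PNC-positive cells counted.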
IMPase cell inh: qHTS Assay for Identifying the Cell-Membrane Permeable IMPase Inhibitors | Inositol monophosphatase 1 (Rattus norvegicus), P97697 | 120,000 tested, under 10 active | inhibition (IP1 accumulation), % at 46.1 µM | AID 901, 2007 | CHO-M1 cells, IP1 accumulation, HTRF TR-FRET ratio; active means well fitted curve in the direction sought with a large enough effect in the signal ratio, not every such curve was filed as active; inconclusive means small, poorly fitted or top-dose-only effect, or a change in a side signal; inactive means no such curve, though single readings can be large or run the other way; the % refers to the signal ratio;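 further: cells stimulated with carbachol in lithium chloride buffer; plate controls were DMSO basal wells for no effect and reference inhibitor wells for full effect; higher means more IMPase inhibition seen as more IP1 and lower FRET ratio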
Target sequence (P97697 whole entry, looked up): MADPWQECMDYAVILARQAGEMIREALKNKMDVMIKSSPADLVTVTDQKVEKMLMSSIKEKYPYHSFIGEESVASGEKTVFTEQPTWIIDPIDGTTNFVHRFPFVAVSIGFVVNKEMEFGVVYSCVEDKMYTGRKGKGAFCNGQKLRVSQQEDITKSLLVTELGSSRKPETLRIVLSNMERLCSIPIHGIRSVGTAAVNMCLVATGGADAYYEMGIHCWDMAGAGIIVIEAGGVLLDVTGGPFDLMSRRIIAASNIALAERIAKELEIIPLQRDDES
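Cellular IMPase inhibition is scored as a rise in cytosolic IP1, detected by competitive TR-FRET between d2-labelled IP1 and a europium anti-IP1 antibody. M1-expressing CHO cells were stimulated with carbachol for 30 min at 37C, with lithium (50 mM LiCl) present in the buffer.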
ALOX15B inhib: qHTS Assay for Inhibitors of 15-hLO-2 (15-human lipoxygenase 2). purified 15hLO-2, xylenol orange hydroperoxide absorbance. Potency, µM (series often up to 57.1 µM), without a hit: at the top dose activity change, negative = inhibition, usual class: inhibitors. 110,000 compounds, 0.56% hits; further: potency means the concentration at half of the fitted maximal effect; nearly all actives have a fitted effect of over 60% in size; many of its hits are not listed in these tables
Target sequence (O15296 whole entry, looked up): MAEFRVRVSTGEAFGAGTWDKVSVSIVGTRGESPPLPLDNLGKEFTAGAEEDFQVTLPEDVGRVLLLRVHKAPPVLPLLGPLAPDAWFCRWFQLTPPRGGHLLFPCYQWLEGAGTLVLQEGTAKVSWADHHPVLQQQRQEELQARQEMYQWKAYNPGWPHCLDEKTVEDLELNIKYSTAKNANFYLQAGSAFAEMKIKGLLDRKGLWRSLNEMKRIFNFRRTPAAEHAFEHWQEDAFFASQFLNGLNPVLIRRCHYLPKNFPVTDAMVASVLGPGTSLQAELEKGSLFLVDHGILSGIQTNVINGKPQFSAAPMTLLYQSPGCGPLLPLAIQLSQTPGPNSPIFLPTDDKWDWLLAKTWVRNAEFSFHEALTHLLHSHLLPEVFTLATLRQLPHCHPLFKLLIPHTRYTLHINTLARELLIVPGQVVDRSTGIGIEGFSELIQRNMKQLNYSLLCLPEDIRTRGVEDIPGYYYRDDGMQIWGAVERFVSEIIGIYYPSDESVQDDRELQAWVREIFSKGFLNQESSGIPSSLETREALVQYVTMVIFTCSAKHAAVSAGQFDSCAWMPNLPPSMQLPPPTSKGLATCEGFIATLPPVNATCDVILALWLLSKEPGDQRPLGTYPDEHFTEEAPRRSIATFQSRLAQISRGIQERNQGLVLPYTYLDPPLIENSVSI
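Screening format was qHTS against 50 nM purified 15hLO-2 in Hepes pH 7.5 with detergent. Activity follows hydroperoxide formation from 45 uM arachidonic acid, measured as 573:405 nm absorbance ratio of the ferric-xylenol orange complex.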
Active calls of the source: *; ? = inconclusive; . = not tested or not shown; [ ] = remark or other dose. Unless noted, the call rests on the fitted dose curve; in most records, active means well fitted curve in the direction sought with a large enough effect; inconclusive means small, poorly fitted or top-dose-only effect, or another doubt; inactive means no such curve, though single readings can be large; an effect the other way counts as inactive or inconclusive. Unless noted, on the % scale 0 is the no-effect control and ±100 the full control effect. Random draw from the library (roughly 3.1% active in at least one column).

12-hLO inh	PNC assembly inh	IMPase cell inh	ALOX15B inhib	SMILES
-4%	40	-8	-9%	COc1ccc(C2C(C(C)=O)=C(O)C(=O)N2CCN(C)C)cc1OC (stereo unspecified)
?	-100*	0	.	Cc1cc2n(n1)SC(Nc1cc(Cl)ccc1Cl)N2 (stereo unspecified)
-6%	3	6	-8%	C=CCSC1=C(C#N)C(c2ccc(OCC)cc2)CC(=O)N1 (stereo unspecified)
-8%	?	-4	1%	Cc1onc(-c2ccccc2)c1C(=O)Nc1ccc2c(c1)OCO2
-14%	30	9	18%	CCOc1ccc(-c2nc(N)ncc2Oc2cccc(OC)c2)c(O)c1
5%	11	-1	-17%	CCCOc1ccc(C(=O)NNC(=S)NC(=O)c2cc(-c3ccccc3)nc3ccccc23)cc1
1%	?	.	.	N#CC(C#N)=NNc1ccc(S(=O)(=O)N2CCCC2)cc1
-10%	-5	14	14%	COc1ccc(C(c2nnnn2CC2CCCO2)N2CCN(c3cccc(C)c3C)CC2)cc1 (stereo unspecified)
-3%	317	-1	.	Cc1cc(N2CCCC2)nc(SCC(=O)c2ccccc2)n1
-2%	-23	-4	.	Cc1cc(C)c2c(N)c(C(=O)c3cccc(Cl)c3)sc2n1
-13%	5	-1	-12%	Cc1ccc(C2=[N+]([O-])C3(CCCCC/C3=N\NC(N)=S)N(O)C2(C)C)o1 (stereo unspecified)
-3%	13	-1	-7%	COCCCNC(=O)c1cccc(C(=O)NCCCOC)c1
-1%	3	8	-2%	C/C(Cl)=C/CN1C(=O)C2C3C=CC(C3)C2C1=O (stereo unspecified)
0%	29	-9	2%	Cc1cc(C)nc(SCc2ccc(C(=O)O)o2)n1
-6%	6	0	0%	c1coc(CNc2ncnc3nc[nH]c23)c1
-3%	167	-7	.	CCOC(=O)CSc1nc(N(C)C)nc(N(C)C#N)n1
-4%	-4	-5	0%	O=C(CSc1nccc(=O)[nH]1)N1c2ccccc2CCc2ccccc21
-9%	5	-8	?	Cc1ccc(CNC(=O)c2cn(C3CCCCC3)c(=O)c3c2c2ccccc2n3C)o1
-6%	-23	-14	8%	CCCn1c(C)cc(C(=O)COC(=O)c2c(C)nn(-c3ccccc3)c2C)c1C
-4%	-12	3	.	CC(C)N(C(=O)CSc1nnc(NC(=O)c2cccs2)s1)C(C)C
-1%	8	9	-3%	CCSc1nnc(N(CCC#N)CCC#N)s1
-1%	45	-2	-2%	O=C1CCCCCC1C1(O)C(=O)Nc2ccc(Br)cc21 (stereo unspecified)
1%	38	.	.	CN1CCN(NC(=O)c2cc(S(=O)(=O)N3CCOCC3)c(Cl)cc2Cl)CC1
-12%	8	?	-1%	O=C1C(Cl)=C(NCC2CCCO2)C(=O)N1c1ccccc1 (stereo unspecified)
3%	57	-17	.	O=C(CN1CCCc2ccccc21)N/N=C/c1ccc(O)cc1O
-1%	2	6	3%	Cc1ccn(CCSCC(=O)O)n1
0%	26	-3	0%	Cc1oc(-c2ccccc2Cl)nc1CSCC(=O)NC1CCCC1
-9%	9	-2	-14%	COc1cccc(Nc2nnc(SCc3cc([N+](=O)[O-])cc4c3OCOC4)s2)c1
2%	20	2	.	O=[N+]([O-])c1ccc2c(c1)C=C1CCCCC1(N1CCCCC1)O2 (stereo unspecified)
-9%	?	3	6%	CCOC(=O)C1CCN(C(=O)COc2cc(C)c(Br)c(C)c2)CC1

Further results:
12-hLO inh	PNC assembly inh	IMPase cell inh	ALOX15B inhib	SMILES
-5%	-16	-7	4%	CCOc1cnn(-c2cc(Oc3ccc(C)cc3)ncn2)c(=O)c1Cl
-5%	25	4	4%	O=C(NCC(=O)N(Cc1ccc(F)cc1)C(C(=O)NC1CCCC1)c1ccco1)c1ccco1 (stereo unspecified)
0%	-11	-1	.	CCCOc1ccc(/C=N/NC(=O)CSCc2ccc([N+](=O)[O-])cc2)cc1OCC
7%	27	1	5%	CN(Cc1cccs1)C(=O)CSc1nnnn1C
-2%	?	-9	.	O=C(c1cccc([N+](=O)[O-])c1)n1nc(-c2ccccc2)nc1NCc1ccccc1
-24%	15	9	26%	Cc1ccc2cc(CN(Cc3ccc4c(c3)OCO4)Cc3nnnn3Cc3ccco3)c(=O)[nH]c2c1C
-5%	9	-2	0%	CCCC(CCC)C(=O)NNc1cc(=O)c2c(=O)n(C)c(=O)n(C)c2[nH]1
-5%	32	11	-14%	COc1ccccc1OCC(=O)Nc1oc(-c2ccccc2)c(-c2ccccc2)c1C#N
-3%	-18	8	6%	CCOC(=O)C1=C(C)NC2=C(C(=O)c3ccccc32)C1c1cccnc1 (stereo unspecified)
-8%	0	-1	-4%	COc1ccc(-c2cn3cccnc3n2)cc1NC(=O)C1CCCC1
-2%	-10	12	0%	Cc1cccc(C)c1NC(=O)CSc1nnc(-c2ccoc2C)n1CCc1ccccc1
1%	-4	.	.	CCCNC(=O)C(Sc1ccccc1)c1ccccc1 (stereo unspecified)
-12%	6	-12	?	CC1=CC(C)(C)N2C(=O)C3(C(C#N)=C(N)Oc4cc(O)ccc43)c3cccc1c32 (stereo unspecified)
-1%	3	1	-11%	CC(CNc1ccc([N+](=O)[O-])cc1)NC(=O)c1ccccc1Br (stereo unspecified)
-23%	?	-5	-13%	O=C(O)CCc1ccc(-c2cccs2)n1NC(=O)c1ccc(Cl)cc1Cl
0%	2	.	.	CC(NC(=O)COC(=O)CCc1ccccc1)c1ccccc1 (stereo unspecified)
2%	-4	14	-10%	CCCCCC(=O)NNC(=O)c1ccc(-c2ccccc2)cc1
-3%	27	.	.	COc1ccc(CNC(=O)CN(CCC(C)C)S(=O)(=O)c2ccc3c(c2)OCCO3)cc1
-1%	35	-2	6%	O=C(Nc1cccc(C(=O)N2CCCC2)c1)c1ccccc1
2%	0	.	.	COc1ccc(C2CC(c3ccccc3)=NN2C(=O)COC(=O)CNC(=O)c2ccccc2)cc1 (stereo unspecified)
5%[25.6 µM]	.	-5[20.6 µM]	-5%[25.6 µM]	NC(=O)N[C@H]1NC(=O)NC1=O
0%	46	12	76%[activator]	CN(C)CCCN1c2ccccc2CCc2ccc(Cl)cc21
2%	24	5	.	Cc1ccc(N(CC(=O)NCCSCc2ccco2)S(C)(=O)=O)cc1
-1%	17	1	4%	CCOc1cc(-c2nc(-c3ccccc3OC)no2)cc(OCC)c1OCC
-5%	21	-16	3%	Cc1nn(-c2ccccc2)c2c1P(=O)(O)/C(=C1\N(C)c3ccccc3C1(C)C)C=N2
1%	15	-9	10%	c1ccc(C2Nc3ccccc3-c3nc4ccccc4n32)cc1 (stereo unspecified)
-13%	8	19	-3%	CCOC(=O)c1sc(NC(=O)CSc2nncs2)c(C(=O)OCC)c1C
-18%	4	-3	-9%	O=C(O)c1ccc(NS(=O)(=O)c2ccc(Cl)c(Cl)c2)cc1O
-3%	92	-4	.	Cc1ccc2nc3nc(NCC4CCCO4)c(C(=O)NC4CCCC4)cc3c(=O)n2c1 (stereo unspecified)
-24%	59	-21	42%[activator]	CCN(CC)Cc1c(O)c(Cl)cc2c3c(c(=O)oc12)CCCC3

Other results:
12-hLO inh	PNC assembly inh	IMPase cell inh	ALOX15B inhib	SMILES
2%	14	-9	1%	COCCn1c(SCC#N)nnc1-c1ccccc1
-4%	?	.	.	CCOC(=O)c1c(NC(=O)COC(=O)c2nc(Cl)ccc2Cl)sc2c1CCC2
-1%	?	3	-1%	COC(=O)CSc1cc(C(=O)c2nccn2C)c2ccccc2n1
-1%	12	.	.	CCC(C)c1ccccc1NC(=O)CN1CCN(C/C=C/c2ccccc2)CC1 (stereo unspecified)
1%	-1	.	.	C=CCNC(=S)NNC(=O)CSc1nc2ccccc2s1
-6%	-2	13	14%	Cc1ccc(-c2noc(CSc3nnc(Cc4ccccc4)n3-c3ccc(Cl)cc3)n2)cc1
3%	17	1	15%	CCc1cc2c(cc3c(=O)n(CC(=O)NCCCN(CC)CC)nc(CC)n32)s1
3%	-20	4	1%	Cc1c(C(=O)/C=C/c2cccs2)oc2ccc(F)cc12
-2%	46	7	14%	O=C(OC1CCN(c2ncc(C(F)(F)F)cc2Cl)CC1)c1ccccc1
-1%	-20	-1	-4%	CCOC(=O)c1c(/N=C/N(C)C)sc(C(=O)OC)c1C
-2%	?	-9	.	CC(=O)c1ccc(NC(=O)COC(=O)c2ccccc2Nc2ccccc2)cc1
0%	14	4	3%	COCc1cc(=O)n2[nH]c(SC)nc2n1
-1%	.	.	-4%	CCC1=C(OC(=O)N(CC)CC)N2C(=O)OC(=NCCOC)[C@]2(Cc2ccccc2)[C@H]2C1=CC[C@H]1C(=O)NC(=O)[C@H]12
-3%	-108*	7	4%	O=c1c2cnn(-c3ccccc3)c2ncn1Cc1cccc(Cl)c1
1%	-108*	2	-10%	CCCC(=O)NC(=S)Nc1ccccc1C(=O)OC
-2%	?	6	.	CC1(C)CN(O)CCN1O
1%	19	4	1%	Cc1nc2ccc(S(=O)(=O)NC(C(=O)N3CCCCCC3)C(C)C)cc2s1 (stereo unspecified)
4%	?	-7	-1%	CCc1ccc(-c2cc(C(F)(F)F)n3nc(C(=O)Nc4c(C)nn(Cc5ccccc5C)c4C)cc3n2)s1
0%	81	.	.	COc1ccccc1NS(=O)(=O)c1ccc(NC(=O)Cc2cccs2)cc1
4%	45	-8	6%	CCCC(=O)NCCc1nc2ccccc2n1C
-9%	-10	?	-2%	CS/C(=C\[N+](=O)[O-])Nc1ccccc1
-5%	?	13	4%	Cc1cc(C)nc(SCC(=O)Nc2ccc(N3CCOCC3)cc2)n1
-2%	?	1	-9%	C=C(C)CSc1nncn1/N=C/c1ccc(OC)cc1
-7%	?	7	.	CCCn1c(/C=C/c2ccco2)nc2ccccc21
-8%	?	-18[1.84 µM]	-7%[11.4 µM]	COc1cc2ncnc(NCc3ccc(C)cc3)c2cc1OC
1%	15	2	-4%	CCOC(=O)c1ccc(NC(=O)CC2C(=O)N(c3cccc(OC)c3)C(=O)N2CCOC)cc1 (stereo unspecified)
-7%	?	5	20%	CCOC(=O)c1ccccc1NC(=O)N1CCn2c(C)ccc2C1CC (stereo unspecified)
1%	-2	1	2%	CCNc1oc(-c2ccc(OC)cc2)nc1S(=O)(=O)c1ccc(Br)cc1
1%	14	0	12%	Fc1ccc(CNc2ccc(CNc3ncn[nH]3)cc2)cc1
3%	38	-6	1%	Cc1cc(C)n2nc(NCc3cccc(Br)c3)nc2n1
-6%	11	1	6%	N#C/C(=C\c1cn(-c2ccccc2)nc1-c1cccnc1)c1nnc2n1CCCCC2
0%	?	4	.	CS(=O)(=O)c1ccc(C(=O)NC2CCCCC2)cc1

In another format: results already given
Molecule: COc1ccccc1NS(=O)(=O)c1ccc(NC(=O)Cc2cccs2)cc1
  12-hLO inh = 0%	PNC assembly inh = 81	IMPase cell inh = .	ALOX15B inhib = .

Molecule: CCCC(=O)NCCc1nc2ccccc2n1C
  12-hLO inh = 4%	PNC assembly inh = 45	IMPase cell inh = -8	ALOX15B inhib = 6%

Molecule: CS/C(=C\[N+](=O)[O-])Nc1ccccc1
  12-hLO inh = -9%	PNC assembly inh = -10	IMPase cell inh = ?	ALOX15B inhib = -2%

Molecule: Cc1cc(C)nc(SCC(=O)Nc2ccc(N3CCOCC3)cc2)n1
  12-hLO inh = -5%	PNC assembly inh = ?	IMPase cell inh = 13	ALOX15B inhib = 4%
